Assay outcomes deposited in PubChem by Broad Institute.
esBAF inh – SWI/SNF esBAF complex inhibition. mouse ES cells, Bmi1-luciferase knock-in reporter, 24 h; 100% = twice the neutral-well signal. AID 602393. 350,000 tested, 2% active. reporter increase, % at 12.5 µM; in the data active = activation above about 40%;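 note: 0% = median of the plate's neutral control wells and 100% = double that signal; a rise in the Bmi1 reporter signal indicates esBAF inhibition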
C2C12 statin – protects C2C12 myotubes from simvastatin toxicity. AID 602340. ATP luminescence, 48 h; scaled: DMSO 0, geranylgeraniol control 100. rescue of ATP level, % at 7.49 µM. 330,000 tested, 0.78% active;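 active = mean ATP rescue above about 67%, or every replicate alone reaching that limit, limit read from the data, passing the limit was not always enough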;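 note: myotubes were challenged with 10 µM simvastatin during compound exposure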
SIRT5 inh – sirtuin-5 (human) deacylase inhibition. 330,000 tested, 1.1% active. inhibition, % at 15 µM. AID 652115. Purified SirT5, succinyl-peptide AMC, trypsin-coupled fluorescence. Q9NXA8; in the data active = inhibition above about 15%
Target sequence (Q9NXA8 whole entry, looked up): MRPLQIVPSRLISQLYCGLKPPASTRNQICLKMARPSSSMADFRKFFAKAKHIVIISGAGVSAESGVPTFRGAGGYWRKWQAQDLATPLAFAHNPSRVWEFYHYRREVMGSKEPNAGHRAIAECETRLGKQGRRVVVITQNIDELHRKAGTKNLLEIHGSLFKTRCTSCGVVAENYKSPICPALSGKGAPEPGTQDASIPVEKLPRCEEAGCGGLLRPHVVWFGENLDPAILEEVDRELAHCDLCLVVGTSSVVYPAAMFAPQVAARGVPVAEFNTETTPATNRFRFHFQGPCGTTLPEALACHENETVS
S100A4 inh HTS – S100A4-myosin IIA interaction inhibition; P26447; S100A4/TAMRA-MyoIIA peptide fluorescence polarization; inhibition, % at 10.7 µM; 360,000 tested, 0.14% active;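 active = mean inhibition of at least 70% across replicates, with every replicate also reaching that level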
Target sequence (P26447 whole entry, looked up): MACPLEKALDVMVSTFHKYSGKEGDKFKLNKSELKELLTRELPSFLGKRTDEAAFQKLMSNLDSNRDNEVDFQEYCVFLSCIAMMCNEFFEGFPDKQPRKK
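incubation = readout 5 min after mixing, signal stable up to 60 min | system = S100A4 monomer protein | buffer or medium = HEPES pH 7.2 with CaCl2, KCl, NaCl, DTT, Triton | benchmarks = neutral control DMSO, positive control TFP | also added = fluorescent myosin IIA peptide, 5 nM | compound dosing = one concentration per compound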
Casp6 inh – blocks human caspase-6 cleavage activity; 350,000 tested, 0.53% active; P55212; inhibition, % at 12.5 µM; purified caspase-6, Z-VEID-R110 cleavage fluorescence; AID 686996;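 active = mean inhibition across replicates at least about 35%, with every replicate also reaching that limit, limit read from the data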;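 note: 0% = median of neutral control wells and 100% = no fluorescence left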
Target sequence (P55212 24-179 limits assumed): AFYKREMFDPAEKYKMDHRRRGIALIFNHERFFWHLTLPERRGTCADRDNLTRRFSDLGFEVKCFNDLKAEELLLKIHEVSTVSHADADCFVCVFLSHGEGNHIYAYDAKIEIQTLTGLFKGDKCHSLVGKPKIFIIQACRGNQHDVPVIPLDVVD
Target sequence (P55212 194-293 limits assumed): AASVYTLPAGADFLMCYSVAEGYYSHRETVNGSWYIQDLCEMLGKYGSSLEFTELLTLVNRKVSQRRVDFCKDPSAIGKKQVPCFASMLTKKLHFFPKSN
FN deposition inh – fibronectin deposition inhibition; AH1F fibroblasts, Alexa488-fibronectin deposition fluorescence, overnight; inhibition, % at 12.6 µM; 350,000 tested, 0.086% active;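 active = mean inhibition across replicates of 30% or more, regardless of how many single replicates reach that level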;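 note: positive control wells lacked labelled fibronectin entirely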
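Measured by – fluorescence 485/525 nm · System – AH1F fibroblast monolayer, labelled fibronectin deposition · Amount – 10000 cells per well · Buffer or medium – serum-reduced DMEM (2% serum) · Doses – single dose, pinned · Also added – fluorescent fibronectin at 24 nM final · Schedule – 1 h cell attachment, overnight exposure to compound and label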
LGR2 antag – Drosophila LGR2 receptor signaling inhibition; AID 720647; inhibition, % at 9.99 µM; 380,000 tested, 0.35% active; HEK293 LGR2, CRE-luciferase, bursicon-stimulated, 4 h;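 active = drop in luminescence signal, shown as inhibition above about 50% in the replicate tests, limit read from the data, passing the limit was not always enough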;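 note: agonist challenge used bursicon conditioned medium at about half maximal strength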
* marks the source's active call; other numbers are inactive results; nt = not tested or not shown; & = joins results of further samples.

SMILES	esBAF inh	C2C12 statin	SIRT5 inh	S100A4 inh HTS	Casp6 inh	FN deposition inh	LGR2 antag
CCOc1ccc(S(=O)(=O)N2CCN(C(=O)CN3C(=O)NC(C)(C)C3=O)CC2)cc1	-10	-1	-4	-4	-103	2	1
COc1ccc(S(=O)(=O)Nc2ccc3c(c2)C(=O)N([C@H](C)CO)C[C@@H](C)[C@H](CN(C)C(=O)C2CCCCC2)OCCCC[C@@H](C)O3)cc1	8	nt	11	-2	0	nt	7
Cc1noc(C)c1NC(=O)N(C)C[C@H]1Oc2c(NS(=O)(=O)c3cn(C)cn3)cccc2C(=O)N([C@H](C)CO)C[C@@H]1C	-3&-5	3&4	0	12&0	0&-1	-11&-10	-4&-16
COc1ccc(S(=O)(=O)Nc2ccc3c(c2)C(=O)N([C@@H](C)CO)C[C@H](C)[C@H](CN(C)C(=O)Nc2ccc(F)cc2)O3)cc1	-5	19	5	7	-2	nt	-6
CCCCC(NC(=O)CCc1c(C)c2cc3c4c(oc3c(C)c2oc1=O)CCCC4)C(=O)O (configuration not stated)	-35	0	3	-4	5	2	-2
CCCCC[C@@H](C)N1C[C@H](COCc2ccccc2)Oc2cc(N3CC[C@H](N(C)C)C3)ccc2S1(=O)=O	nt	nt	7	3	-8	-4	-6
CC1(C(=O)Nc2ccc3c(c2)OCCO3)CN(S(C)(=O)=O)CC(=O)N1Cc1cccc(F)c1 (configuration not stated)	nt	nt	-4	13	1	-10	-3
COc1ccc(-c2nnc(NC(=O)c3ccc4c(c3)OCCO4)o2)cc1	-1	2	-8	-3	-2	5	5
COc1ccc(/C=C/C(=O)N[C@@H](C)C(=O)O)cc1	-7	0	nt	nt	nt	nt	-11
CC(=O)N1[C@@H](CO)[C@@H](c2ccccc2)[C@@H]1CNC(=O)CN1CCOCC1	1	-2	0	6	-8	3	11
CN(C)C(=O)c1cccc(-c2ccccc2[C@@H]2[C@@H](C#N)N(C(=O)C3CC3)[C@@H]2CO)c1	nt	nt	4	0	1	-5	-14
O=C(NC1CCCC1)N[C@H]1C=C[C@H](CC(=O)N2CCOCC2)O[C@H]1CO	4	0	6	-20	-3	10	-17
CNC(=O)NC(=O)C(C)OC(=O)c1oc2ccccc2c1CSc1ccc(Cl)cc1 (configuration not stated)	nt	nt	-1	8	1	-1	-7
Cc1onc(-c2c(F)cccc2Cl)c1C(=O)OCC(=O)NC(=O)NCC(C)C	nt	nt	1	16	1	nt	1
C[C@H]1CN([C@@H](C)CO)C(=O)c2cc(NS(=O)(=O)c3ccccc3)ccc2O[C@H]1CN(C)S(C)(=O)=O	4	-33	13	29	-1	nt	0
O=C(O)[C@@H]1CCCN1C(=O)c1ccco1	nt	nt	-1	-1	-5	-5	-3
Cc1ccc(CN2CCN(/N=C\C=C\c3ccccc3)CC2)cc1	2	-1	0	0	2	3	22
COC(=O)c1cccnc1N1CCN(c2ccccc2F)CC1	-7	29	nt	nt	nt	1	2
Cc1ccc(NC(=S)Nc2cccc3cnccc23)c(C)c1	39	5	2	-3	14	-18	-22
O=C(N[C@H]1CC[C@H](CCn2cc(-c3ccccc3)nn2)O[C@H]1CO)c1ccccc1F	-27	15	-5	-49	1	-4	-2
CCOc1ccc(OCC)c(S(=O)(=O)N2CCOCC2)c1	-7	8	3	4	-2	2	-11
FC(F)(F)c1cnc(-c2cnc(-c3ccccn3)nc2)c(Cl)c1	-4	0	1	-4	-3	2	nt
O=C(CN1C(=O)c2cccnc2Oc2ccc(Cl)cc21)Nc1ccc(F)cc1	8	2	nt	0	-1	-3	16
CCOc1ccccc1N(C)C(=O)c1nn(-c2ccc(OC)cc2OC)c(=O)c2ccccc12	2	8	-1	8	1	-3	4
COc1cc2nc(CN3CCN(S(=O)(=O)c4c(F)cccc4F)CC3)[nH]c(=O)c2cc1OC	-12	7	7	23	4	5	22
O=C(O)C1CC2C3CC(C(=O)O)C(C3)C2C1 (configuration not stated)	-3	-3	-1	-3	-2	-5	9
C[C@@H]1CN([C@@H](C)CO)C(=O)c2cc(NC(=O)C3CC3)ccc2O[C@@H]1CN(C)Cc1ccncc1	2	4	-3	-12	-1	nt	-4
COc1ccc(CCNC(=O)c2ccc(-c3ccc([N+](=O)[O-])cc3Cl)o2)cc1OC	nt	nt	-3	-24	2	-7	nt
O=C(Nc1ccc(F)cc1)N[C@@H]1CC[C@H](CC(=O)N2CCCCC2)O[C@@H]1CO	-5	10	-3	3	1	nt	-10
O=C(CN1C(=O)NC2(CCCC2)C1=O)Nc1ccc(F)c([N+](=O)[O-])c1	1	-5	-6	-1	1	-2	6
CC(=O)Nc1cccc(NC(=O)CSc2nnc(NC(=O)C3CC3)s2)c1	-3	1	-1	38	0	2	-2
CO[C@@H]1CN(C)C(=O)c2ccc(NC(C)=O)cc2OC[C@H](C)N(Cc2ccncc2)C[C@H]1C	3	-5	-2	-5	-8	-4	10
Cc1cc(N(C)C)c(C#N)c(N2CCCCC2)n1	4	-5	nt	nt	nt	5	nt
O=C(COC(=O)c1ccc([N+](=O)[O-])o1)NC1CCCC1	-3	7	-3	0	10	nt	-3
CC(OC(=O)Cn1[nH]c(=O)c2ccccc2c1=O)C(=O)Nc1cccc(Cl)c1 (configuration not stated)	-5	5	2	-1	2	13	-8
N#Cc1ccccc1NC(=O)COC(=O)COc1ccccc1[N+](=O)[O-]	nt	nt	-1	1	0	-2	-7
COc1ccccc1OCC(=O)NN=C(Cc1ccccc1)Cc1ccccc1	nt	nt	0	-5	3	-4	0
CC1Cc2ccccc2N1C(=O)CO/N=C/c1ccc(OC(F)F)cc1 (configuration not stated)	nt	nt	-5	3	3	6	-8
CCOc1ccc(S(=O)(=O)N(C)c2ccc(OCC(=O)NC3=NCCS3)cc2)cc1	0	8	-3	17	4	-4	-8
C[C@@H]1CN([C@@H](C)CO)C(=O)c2cccc(NC(=O)Nc3ccccc3)c2O[C@@H]1CN(C)Cc1ccc(C(=O)O)cc1	2	1	-3	-7	0	nt	0
Cc1cc(-c2nc3ncccc3o2)ccc1NC(=S)NC(=O)C(C)C	nt	nt	-2	-7	2	3	0
CC(=O)N1CCOc2ccc(S(=O)(=O)NCCc3ccccc3)cc21	17	3	1	2	-3	-17	-15
COc1cccc(OC)c1NC(=O)C1CCCN1C(=O)Nc1ccccc1F (configuration not stated)	6	-1	1	-2	nt	1	13
Cc1cc(=O)[nH]c(SCC(=O)Nc2ccc(F)cc2)c1C#N	nt	nt	nt	-7	1	-2	-3
Cc1ccc(OCC(=O)O/N=C(\N)c2ccccn2)cc1	46*	-1	1	-5	3	2	nt
COc1ccc(COC(=O)N/C=C/c2ccco2)cc1	0	8	-7	-4	18	nt	-9
CCCc1cc(C(=O)Nc2cc(OC)c(Cl)cc2OC)no1	-3	0	9	1	2	10	-8
COc1ccc(-c2csc(NC(=O)CSCC(=O)Nc3cc(C)on3)n2)cc1OC	nt	3	-2	-2	6	2	4
CC1(C(=O)N2CC3(CC(c4cccc(NC(=O)COc5ccc(Cl)cc5)c4)=NO3)C[C@@H]2C(N)=O)CC1 (some centres not stated)	1	8	1	-1	0	5	-11
O=C(O)CSc1c(Cl)c(=O)oc2ccc(Cl)cc12	-5	-2	nt	2	0	2	2
Cc1ccc(N2CC(C(=O)N/N=C/c3c(F)cccc3Cl)CC2=O)cc1 (configuration not stated)	-2	8	-5	-2	2	6	-17
Cc1ncc(CN=Cc2ccc(Cl)cc2)c(N)n1	-4	-18	1	-1	-3	-1	-8
O=C(NCc1cccnc1)C1CC(c2ccc(Cl)c(Cl)c2)=NO1 (configuration not stated)	-2	1	0	2	0	-9	-8
C[C@H](CO)N1C[C@H](C)[C@@H](CN(C)Cc2ccccc2)OCCCC[C@H](C)Oc2ccc(NC(=O)Nc3ccc(F)cc3)cc2C1=O	-4	nt	10	-6	-7	nt	14
Cc1ccc2nc(-c3cccc(Br)c3)cc(C(=O)Nn3cnnc3)c2c1	nt	nt	-6	-5	-5	-1	-1
CC1CN(C(=O)COC(=O)c2cc([N+](=O)[O-])ccc2Cl)CC(C)O1 (configuration not stated)	nt	nt	-1	-1	2	5	-6
COc1ccccc1C(=O)Nc1ccc(S(=O)(=O)N2CCc3ccccc32)cc1	14	-7	-2	2	0	nt	3
O=C(Cn1cc(C(F)(F)F)ccc1=O)NC1CCCC1	11	-3	-4	8	29	-4	2
CC(=O)c1cc(CN2CCN(C3CCCCC3)C(CCO)C2)cs1 (configuration not stated)	nt	nt	-7	1	1	nt	3
O=C(CCN1C(=O)S/C(=C\c2ccccc2)C1=O)N1CCOCC1	nt	nt	2	9	-1	-8	-20

Only esBAF inh, C2C12 statin and SIRT5 inh (four entries from above):
Compound,esBAF inh,C2C12 statin,SIRT5 inh
O=C(Cn1cc(C(F)(F)F)ccc1=O)NC1CCCC1,11,-3,-4
O=C(NC1CCCC1)N[C@H]1C=C[C@H](CC(=O)N2CCOCC2)O[C@H]1CO,4,0,6
COc1ccccc1OCC(=O)NN=C(Cc1ccccc1)Cc1ccccc1,nt,nt,0
COc1ccc(-c2nnc(NC(=O)c3ccc4c(c3)OCCO4)o2)cc1,-1,2,-8

(continued)
SMILES	esBAF inh	C2C12 statin	SIRT5 inh	S100A4 inh HTS	Casp6 inh	FN deposition inh	LGR2 antag
O=C(Nc1ccc(N2CCOCC2)c(Cl)c1)c1ccc(Br)o1	60*	-65	nt	nt	nt	-13	nt
CCN(CC)CCNC(=O)c1ccc(NCN2C(=O)NC(c3ccccc3)(c3ccccc3)C2=O)cc1	nt	nt	nt	-1	-4	-4	-2
Cc1c(/C=N/NC(=O)c2cc(Br)ccc2O)c(=O)n(C)c(=O)n1C	-3	6	3	-4	2	1	-8
CN(Cc1ccc2ccccc2c1)C(=O)c1ccc(C(F)(F)F)cc1	6	-5	1	-11	0	-6	18
CC(C)NC(=O)Nc1ccc2c(c1)C(=O)N([C@H](C)CO)C[C@H](C)[C@@H](CN(C)Cc1ccc(Oc3ccccc3)cc1)O2	4	2	2	-8	-1	-8	9
O=C(Nc1ccc2c(c1)OCO2)c1cc2nc(C3CC3)cc(C(F)(F)F)n2n1	10	nt	0	-1	5	nt	nt
C[N+](C)(CCOc1ccccc1)Cc1ccccc1 (tested in a mixture with another compound)	-5	-2	0	-1	4	nt	-6
C[C@H]1CN([C@@H](C)CO)C(=O)c2cc(NS(=O)(=O)c3ccccc3)ccc2O[C@@H]1CN(C)Cc1ccncc1	4	2	-3	-1	-2	1	19
CCC(=O)N1[C@@H]2CN(C(=O)c3ccccc3F)c3ccccc3[C@@H]2[C@@H]1CO	-3	6	-1	4	2	nt	13
C[C@@H]1CN([C@H](C)CO)C(=O)c2cc(C#CC3(O)CCCC3)cnc2O[C@H]1CN(C)Cc1cncnc1	-6	nt	3	15	1	-4	6
Cc1ccc(NC(=O)CCc2nc3ccccc3s2)c(O)c1	nt	nt	5	5	4	nt	13
N#CC(=Cc1ccccn1)c1nc(-c2ccc(Cl)cc2)cs1	24	1	-4	0	0	-14	-25
COc1ccc(-c2cc(C(=O)Nc3ccc(F)cc3F)no2)cc1	10	-6	-1	-1	-2	4	-2
C[C@@H]1CN([C@@H](C)CO)C(=O)c2cc(NC(=O)CCCCCC(=O)Nc3ccccc3N)ccc2O[C@H]1CN(C)C	-3	-4	-3	12	-12	-11	4
CCOC(=O)C1=C(COc2ccccc2)NC(=O)NC1c1cccc([N+](=O)[O-])c1 (configuration not stated)	4	-1	nt	3	-1	3	21
N#Cc1ccc(NC(=O)CN2C(=O)NC(Cc3ccccc3)C2=O)cc1 (configuration not stated)	-3	3	nt	nt	nt	16	nt
Cc1ccc(S(=O)(=O)Nc2ccc3c(c2)C(=O)N([C@H](C)CO)C[C@H](C)[C@H](CN(C)S(=O)(=O)c2ccc(Cl)cc2)O3)cc1	nt	nt	8	-37	3	nt	-16

This is a subset, so the mix of outcomes need not match the whole.
